# Screens from PubChem.
# Xi reactivation = activators of inactive X chromosome reactivation, primary screen, imaging, XiGFP fibroblasts, GFP high-content imaging, set 2; XiGFP mouse fibroblasts, % GFP-positive cells imaging, 3 d; cells co-treated with 5-aza-dC sensitizer; scaled so ellipticine positive control = 100%; activation, % at 7.58 µM; 0.055% of 360,000 active; AID 743238, 2013;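 active means mean normalized replicate activation at least 10% and every replicate at or above 10%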;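 further: 0% = median of on-plate neutral control wells and 100% = ellipticine 6 µM median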
#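 System: 68-5-11 XiGFP fibroblast line; Timing: 3 days compound exposure; Compound dosing: one concentration, pinned; Benchmarks: positive control ellipticine, 6 µM final; Buffer or medium: DMEM containing 5-aza-dC.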
# E-selectin induc = E-selectin induction in HUVECs, primary screen, imaging, HUVEC, immunofluorescence imaging, single point; activation, % at 7.58 µM; normalized: neutral wells 0, TNF-alpha wells 100; 0.37% of 260,000 active; P16581;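 active means mean E-selectin-positive cell signal at least 10% of the positive control, reached in at least 60% of replicates, without over 20% cell loss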;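 further: in these data hits start at about 27%; measured in HUVEC primary endothelial cells; signal is the percent of cells scored E-selectin positive by PE staining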
# Target sequence (P16581 whole entry, looked up): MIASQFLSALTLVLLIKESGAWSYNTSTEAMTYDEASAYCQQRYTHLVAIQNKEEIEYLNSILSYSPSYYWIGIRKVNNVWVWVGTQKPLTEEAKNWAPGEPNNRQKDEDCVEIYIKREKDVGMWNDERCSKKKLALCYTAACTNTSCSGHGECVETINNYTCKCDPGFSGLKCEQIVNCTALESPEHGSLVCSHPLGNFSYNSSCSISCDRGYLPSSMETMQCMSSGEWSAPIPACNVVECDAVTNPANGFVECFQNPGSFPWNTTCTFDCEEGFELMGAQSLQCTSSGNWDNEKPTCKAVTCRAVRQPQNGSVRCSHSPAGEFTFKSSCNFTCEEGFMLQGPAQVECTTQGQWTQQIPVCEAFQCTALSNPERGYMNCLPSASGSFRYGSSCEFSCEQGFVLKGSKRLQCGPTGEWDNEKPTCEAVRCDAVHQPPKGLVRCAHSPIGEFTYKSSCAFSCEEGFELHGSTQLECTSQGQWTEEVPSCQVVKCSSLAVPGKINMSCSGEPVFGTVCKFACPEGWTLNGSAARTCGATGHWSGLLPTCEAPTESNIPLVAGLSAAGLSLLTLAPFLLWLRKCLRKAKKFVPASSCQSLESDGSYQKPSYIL
#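 material = human umbilical vein endothelial cells (HUVEC), E-selectin induction | quantity = 3,000 cells/well | medium = EGM-2 growth medium on 0.1% gelatin-coated wells | technique = immunofluorescence imaging | read-out basis = % PE-positive cells | control set = TNF-alpha positive control, DMSO neutral control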
# INS-1E GSIS act = GLuc luminescence reporter in INS-1E cells, primary screen for activators of glucose-dependent secretion of insulin; INS-1E GLuc reporter insulin secretion, 2-3 h; activation, % at 16.6 µM; 0.61% of 370,000 active;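 active means lowest replicate activation of at least 40%, so every replicate reaches that level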;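 further: 0% = median of neutral control wells and 100% = median of IBMX positive control wells; some compounds called inactive have numbers as strong as hits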
# * = called active by the depositor. Only part of the results is shown; the hit share may differ from the screen's.
SMILES,Xi reactivation,E-selectin induc,INS-1E GSIS act
CC(=O)c1ccc(NC(=O)c2ccn(C(=O)OCC(C)C)n2)cc1,-0.1,-0.5,-1
O=C(c1ccccc1)c1cc([N+](=O)[O-])ccc1N1CCCC1,0.1,-0.1,38
COc1ccc(S(=O)(=O)N(C)C)cc1NCC(=O)Nc1ccc(Br)cc1F,-0.1,-1.0,1
CC(C)C(O)(C#CCN1CCCCC1)C(C)C,-0.1,-0.2,4
Cc1ccc(CNC(=O)Cn2c(=O)c3sccc3n(Cc3ccc([N+](=O)[O-])cc3)c2=O)cc1,0.0,2.0,42*
O=[N+]([O-])c1cc(C(F)(F)F)ccc1Sc1ccccn1,-0.1,-0.5,6
CCOc1ccc(N(C(C)C(=O)N/N=C(\C)C(C)(C)C)S(C)(=O)=O)cc1 (configuration not stated),0.1,-0.8,1
O=C(Nc1cc(S(=O)(=O)N2CCCC2)ccc1OCC(F)(F)F)c1ccccc1F,0.0,7.8,12
FC(F)Sc1ccc(-n2cc(-c3ccccc3)[n+]3c2CCC3)cc1,-0.1,-2.8,-26
COc1ccc(NC(=O)C(C)Sc2nnc3c4c(nc(-c5ccc(OC)cc5)n23)CC(C)(C)OC4)cc1 (configuration not stated),0.0,-0.3,-29
CCOP(=O)(OCC)C(NC(=O)Nc1ccc(Cl)cc1)C(N)=O (configuration not stated),0.1,-1.1,-6
Cc1ccccc1NC(=S)NCc1ccccc1,0.0,1.8,-7
N#CC(C#N)=C(Nc1ccc(F)cc1)SCc1cccc(F)c1,0.0,-0.5,-31
Cc1noc(C)c1S(=O)(=O)Nc1ccc2c(c1)C(=O)N([C@@H](C)CO)C[C@@H](C)[C@H](CN(C)Cc1ccc3c(c1)OCO3)O2,-0.1,0.6,1
Cc1ccc(C(=O)Nc2nnc(-c3ccco3)o2)cc1C,0.2,0.0,14
O=C(Nc1ccc(S(=O)(=O)Nc2ncccn2)cc1)c1cncc(Br)c1,-0.1,1.1,1
Cn1c(=O)c2c(ncn2CC(=O)OCC(=O)Nc2ccccc2Cl)n(C)c1=O,-0.1,-0.7,12
NC(=O)NC(=O)COC(=O)c1ccc(Cl)c(S(=O)(=O)N(Cc2ccccc2)c2ccc(Cl)cc2)c1,0.1,0.1,-26
CC(C)(C)/C(O)=C/c1nc2ccccc2[nH]c1=O,-0.1,-2.4,10
O=C(Cn1nc(-c2ccccc2F)ccc1=O)Nc1ccc(S(=O)(=O)N2CCCCCC2)cc1,-0.1,1.4,-8
CCCC(=O)Nc1nc(-c2ccccc2)ns1,0.1,0.1,2
Cc1cccc(OCCNC(=O)CSc2ccc(C(F)(F)F)cc2[N+](=O)[O-])c1,0.0,0.5,-26
O=S(=O)(NCC1CCCO1)c1ccc(S(=O)(=O)N(Cc2ccc(F)cc2)Cc2ccccn2)cc1 (configuration not stated),0.0,-0.3,-10
CC1=NN(c2ccc(Cl)cc2)C(=O)/C1=C\c1cccn1-c1ccc(S(N)(=O)=O)cc1,0.0,-0.3,-36
Cc1sc(NC(=O)Cn2[nH]c(=O)c3ccccc3c2=O)nc1-c1ccccc1,0.2,0.2,24
Cn1ncc([N+](=O)[O-])c1C(=O)Nc1nccs1,0.0,0.9,-3
COc1ccc(/C=N/Nc2ncnc3sc4c(c23)CCCC4)cc1OC,-0.1,1.1,5
Cc1cc(NS(=O)(=O)c2ccc(NC(=O)CSc3nnc(-c4ccco4)n3Cc3ccco3)cc2)nc(C)n1,-0.1,0.1,-6
C[C@@H]1CCCCO[C@@H](CN(C)C(=O)c2ccncc2)[C@@H](C)CN([C@@H](C)CO)C(=O)c2cc(NC(=O)c3ccccc3)ccc2O1,0.3,0.1,4
CCc1ccc2[nH]c3nc(C)cc(C)c3c(=O)c2c1,0.0,0.5,17
Cc1ccc(-c2nsc(SCC(=O)Nc3ccc4c(c3)OCO4)n2)cc1,-0.1,-0.1,9
Cc1cccc(OCCNc2ccc(C(F)(F)F)cc2[N+](=O)[O-])c1,0.0,-0.2,13
CCCN1[C@@H]2c3ccc(-c4ccccc4OC)c(=O)n3C[C@@H]2[C@@H](CO)[C@@H]1C(=O)N(C)C,0.3,0.0,10
O=C(O)c1ccc(/C=N/Nc2nnnn2-c2ccccc2)cc1,-0.1,0.1,9
Cc1ccc(NS(=O)(=O)c2ccc(CCC(=O)NCCCOC(C)C)cc2)cc1,0.0,-1.9,-9
CSc1ncccc1C(=O)OCC(=O)Nc1ccc(S(=O)(=O)N2CCCC2)cc1,1.1,-0.2,-14
COc1ccc(C(=O)NC(=S)NNC(=O)c2ccc(NC(=O)C(C)C)cc2)cc1,0.0,2.4,19
COC(=O)c1ccc(SCC(=O)NC2CCCC2)c([N+](=O)[O-])c1,0.0,-1.3,5
C[C@@H]1CN([C@H](C)CO)C(=O)c2cccc(NC(=O)CCCCCC(=O)Nc3ccccc3N)c2O[C@H]1CN(C)CC1CCCCC1,-0.9,-0.2,-3
CN(CC(=O)Nc1ccc(C#N)cc1)CC(=O)Nc1ccc(N2CCOCC2)cc1,-0.1,-0.3,-4
CN(/N=C\c1ccc(O)c(O)c1)c1nc(-c2ccccc2)cc(-c2ccccc2)n1,-0.1,0.2,-16
COc1ccc([N+](=O)[O-])cc1NC(=O)Nc1cccc(Cl)c1,0.3,8.3,33
COc1ccccc1NC(=O)c1ccc(NC(=O)c2cc3c(s2)CCC3)cc1,-0.1,0.0,-20
COc1ccc(C(=O)NCc2ccc3c(c2)OCO3)cc1S(=O)(=O)NCc1ccc(Cl)cc1,0.0,-0.1,-19
C[C@H](CO)N1C[C@H](C)[C@@H](CN(C)CC2CC2)Oc2c(NC(=O)CCCCCC(=O)Nc3ccccc3N)cccc2C1=O,-0.1,-0.2,1
O=C(COC(=O)c1ccccc1C(=O)c1ccccc1)Nc1ccc(SC(F)F)cc1,0.2,-0.4,-27
Cc1cccc(NS(=O)(=O)c2cnc[nH]2)c1,0.3,-0.1,1
Cc1cc(NC(=O)/C=C/c2ccccc2Cl)no1,-0.1,0.9,1
COc1ccc(C2CC(c3cccs3)=NN2C(=O)c2ccc(Br)o2)cc1 (configuration not stated),0.0,0.0,-16
Nc1ncnc2c1C1(CCCCC1)Cc1ccccc1-2,0.1,0.3,30
O=S(=O)(NCC(c1ccco1)N1CCN(c2ccc(F)cc2)CC1)c1ccc2c(c1)OCCO2 (configuration not stated),0.5,-0.2,-20
COCCNC(=O)c1ccc(C(=O)C(=O)c2ccccc2)cc1,0.0,0.0,1
Cc1ccc(S(=O)(=O)N2CCN(CC(=O)N/N=C\c3cccnc3)CC2)cc1,0.0,0.0,28
O=C(CNC(=O)C(c1ccccc1)c1ccccc1)N/N=C\c1ccc2c(c1)OCO2,0.4,0.3,3
O=C(CSc1nnc(-c2ccccc2O)n1Cc1ccccc1)NNC(=O)c1ccccc1O,0.5,0.7,8
Cc1ccc(NC(=O)CN(C)C(=O)CCOc2cccc(C)c2)cc1,0.2,0.3,2
O=C(CCc1nc2ccccc2c(=O)[nH]1)OCc1ccc(Cl)cc1Cl,0.0,0.1,1
Cc1ccccc1Nc1nc(N)nc(CSc2nc3ccccc3s2)n1,0.3,1.0,-16
CC(C)(C)c1ccc(OCCNC(=S)NC(=O)c2cccnc2)cc1,0.2,1.9,3
C[C@@H]1CN([C@H](C)CO)C(=O)c2cccc(NC(=O)CCCCCC(=O)Nc3ccccc3N)c2O[C@H]1CN(C)C(=O)NC1CCCCC1,0.1,-0.1,-2

# Compound profiles (already shown).
# COc1ccc(C2CC(c3cccs3)=NN2C(=O)c2ccc(Br)o2)cc1 (configuration not stated) reads Xi reactivation: 0.0; E-selectin induc: 0.0; INS-1E GSIS act: -16
# CC(C)(C)c1ccc(OCCNC(=S)NC(=O)c2cccnc2)cc1 reads Xi reactivation: 0.2; E-selectin induc: 1.9; INS-1E GSIS act: 3

# Other results.
SMILES,Xi reactivation,E-selectin induc,INS-1E GSIS act
CC(=O)N1[C@@H]2c3cccc(=O)n3C[C@H]1[C@H](CO)[C@H]2C(=O)NC1CCCC1,0.5,0.0,4
Cc1ccc(C(=O)c2cc([N+](=O)[O-])ccc2N2CCOCC2)cc1,0.1,0.1,12
Oc1ccc(-c2csc(-c3c[nH]c4ccccc34)n2)c(O)c1,-0.1,0.3,-14
O=C(Nc1ccc(F)cc1)N1CC(=O)N2[C@H](CO)[C@H](c3ccc(C#Cc4ccccc4)cc3)[C@@H]2C1,0.4,0.6,-36
CC(C)(C)Cc1nnc(NC(=O)Cc2ccc([N+](=O)[O-])cc2)s1,0.1,-0.3,13
COc1ccc(C2NC(=S)NC(C)=C2C(=O)c2ccccc2)cc1OC (configuration not stated),0.0,-0.6,29
O=[N+]([O-])c1ccc(/C=N/NC(=S)Nc2ccccc2C(F)(F)F)o1,0.3,2.2,23
CN1C(=O)c2cc(NC(=O)c3cnccn3)ccc2OC[C@H]2O[C@H](CC(=O)NCC3CCCCC3)CC[C@H]21,0.0,0.0,-12
O=C(CCCn1cnc([N+](=O)[O-])n1)Nc1cccc(Cl)c1Cl,-0.1,0.0,12
COc1cccc(OCc2ccc(C(=O)NCC3CCCO3)cc2)c1 (configuration not stated),-0.1,1.2,-6
COc1ccc(CCNC(=O)CSc2nc(-c3ccc(OC)c(OC)c3)ccc2C#N)cc1,0.3,0.8,46
Cc1ccc(/C=N/NC(=O)CSc2nc3ccccc3n2Cc2ccccc2)o1,0.0,-0.1,-17
Cc1cccc(NC(=S)NCc2ccc3c(c2)OCO3)c1,0.0,0.4,4
Cc1onc(-c2ccccc2)c1C(=O)NC(=S)NNC(=O)c1ccc(O)cc1O,0.1,-0.2,11
CCOCCCNC(=O)C(=O)NCCCOCC,0.0,3.5,12
Cc1sc2ncnc(SCC(=O)c3ccc4c(c3)OCCO4)c2c1-c1ccccc1,0.2,0.4,-21
Cc1ccc2c(c1)C(c1ccccc1)N(C(=O)c1ccc(S(=O)(=O)N3CCOCC3)cc1)CC(=O)N2 (configuration not stated),0.0,0.2,8
COc1ccc(/C=C/C(=O)O)cc1COc1cccc(C)c1,0.1,0.3,47*
C[C@H](CO)N1C[C@H](C)[C@@H](CN(C)Cc2ccc(C(=O)Nc3ccccc3N)cc2)Oc2ccc(NC(=O)Nc3ccccc3)cc2CC1=O,0.0,0.7,8
Cc1ccccc1/C(N)=N/O,-0.1,0.7,17
O=C1OCc2cccc([N+](=O)[O-])c21,-0.1,-0.6,0
O=C(CSc1ccccn1)Nc1ccccc1F,0.4,-0.2,9
C[C@@H]1CCCCO[C@@H](CN(C)Cc2ccc(C(=O)Nc3ccccc3N)cc2)[C@@H](C)CN([C@H](C)CO)C(=O)c2cc(NC(=O)NC3CCCCC3)ccc2O1,0.0,0.0,4

# 4 structures from above, ordered by formula weight, highest first.
SMILES,Xi reactivation,E-selectin induc,INS-1E GSIS act
Cc1ccc2c(c1)C(c1ccccc1)N(C(=O)c1ccc(S(=O)(=O)N3CCOCC3)cc1)CC(=O)N2 (configuration not stated),0.0,0.2,8
Cc1ccc(NS(=O)(=O)c2ccc(CCC(=O)NCCCOC(C)C)cc2)cc1,0.0,-1.9,-9
Cc1cccc(NC(=S)NCc2ccc3c(c2)OCO3)c1,0.0,0.4,4
O=C(CSc1ccccn1)Nc1ccccc1F,0.4,-0.2,9

# Entries listed so far that bear a hit mark in INS-1E GSIS act:
SMILES | INS-1E GSIS act
Cc1ccc(CNC(=O)Cn2c(=O)c3sccc3n(Cc3ccc([N+](=O)[O-])cc3)c2=O)cc1 | 42*
COc1ccc(/C=C/C(=O)O)cc1COc1cccc(C)c1 | 47*
